Source: PubChem
HSF1 inhib = HSF1 inhibitors in luciferase reporter cells, primary screen, cell-based, NIH3T3, luminescence; activity change, negative = inhibition, % at 7.5 µM (by protocol); NIH3T3-HGL HSE-luciferase, MG132-induced, luminescence 8 h; hits give low values; actives 0.77% (n = 300,000);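 active = more than half of replicate wells show activity change below -50%, luminescence cut by over half; inconclusive = some wells, but at most half, below -50%; inactive = no replicate well below -50%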;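 note: luciferase reports HSF-1 transcriptional activity via heat shock element; 0% = median of DMSO wells and -100% = zero luminescence signal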
PolyA inh = polyadenylation inhibitors in yeast reporter cells, primary screen, luminescence, S. cerevisiae. S. cerevisiae SKY197-pL101 polyadenylation reporter, beta-gal luminescence; efflux-impaired pdr1/pdr3 knockout yeast; score 100 = 6 SD above DMSO. calls only at 12 µM. actives 0.02% (n = 300,000). AID 1875, 2009;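 active = lowest replicate activity score at least 50, where 100 means six control SD above control mean; inconclusive = lowest score under 50 but half or more replicates reach 50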;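 note: yeast exposed to compound for 9 h at 30 °C; higher score means more reporter readthrough which indicates perturbed polyadenylation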
HSF1 activator = HSF-1 activators, primary screen, NIH3T3-HGL cells, MG132 stress, luminescence, single point | NIH3T3-HGL HSF-1 luciferase reporter, 8 h; 100% = twice DMSO control signal | activation, % at 9 µM | actives 1.7% (n = 300,000) | AID 504408, 2011;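 active = mean replicate activation of at least 50% with a set share of replicates each reaching 50%; inconclusive = only one of those two conditions met; inactive = mean below 50% and too few replicates reaching it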;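 note: 0% = median of the neutral control wells and 100% = twice that signal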
HSP90 refold inh = HSP90 inhibitors, primary screen, cell lysate, luminescence; actives 0.91% (n = 290,000); inhibition, % at 5.6 µM; Heat shock protein HSP 90 (rabbit reticulocyte lysate; luciferase refolding); AID 1789, 2009; Rabbit reticulocyte lysate, luciferase refolding luminescence, 3 h;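 active = inhibition above the screen-wide mean plus 3 SD, computed separately per campaign, cut at about 16% in these data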;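 note: 0% = DMSO wells and 100% = 60 µM geldanamycin wells; inhibitors lower the luminescence because luciferase stays unfolded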
GSK3A inh = blockers of GSK3A enzyme activity – biochemical, luminescence, cell-free homogeneous, HTS, primary screen. Glycogen synthase kinase-3 alpha (Homo sapiens), P49840. actives 0.1% (n = 320,000). GSK-3 alpha kinase, ADP-Glo luminescence, 60 min. inhibition, % at 10 µM. AID 2650, 2010;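 in the data active = inhibition above about 50%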;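 note: GST-tagged GSK-3 alpha with peptide substrate and 25 µM ATP; 0% = DMSO neutral wells and 100% = GW8510 positive control wells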
Platelet DG rel = inhibitors of platelet dense granule secretion, primary screen, cell-based, MLPCN, human platelets. human platelet-rich plasma, SFLLRN dense granule ATP release, luminescence. inhibition, %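 (compounds screened at 7.5 µM in platelet-rich plasma)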. actives 0.22% (n = 300,000). AID 1663, 2009;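 active = mean replicate score, as percent of positive control, at or above 50; inconclusive = mean below 50 but at least one replicate at or above 50; inactive = mean and every replicate below 50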
HDAC3 inhib = HDAC3 deacetylase inhibitors, primary screen, biochemical, fluorescence, cell-free homogeneous; recombinant HDAC3, fluorogenic peptide/trypsin coupled; AID 2718, 2010; actives 0.15% (n = 320,000); inhibition, % at 8.3 µM; in the data active = inhibition above about 26%, passing the limit was not always enough; inconclusive = no clear call, values can overlap the other calls
Target sequence (O15379 whole entry, looked up): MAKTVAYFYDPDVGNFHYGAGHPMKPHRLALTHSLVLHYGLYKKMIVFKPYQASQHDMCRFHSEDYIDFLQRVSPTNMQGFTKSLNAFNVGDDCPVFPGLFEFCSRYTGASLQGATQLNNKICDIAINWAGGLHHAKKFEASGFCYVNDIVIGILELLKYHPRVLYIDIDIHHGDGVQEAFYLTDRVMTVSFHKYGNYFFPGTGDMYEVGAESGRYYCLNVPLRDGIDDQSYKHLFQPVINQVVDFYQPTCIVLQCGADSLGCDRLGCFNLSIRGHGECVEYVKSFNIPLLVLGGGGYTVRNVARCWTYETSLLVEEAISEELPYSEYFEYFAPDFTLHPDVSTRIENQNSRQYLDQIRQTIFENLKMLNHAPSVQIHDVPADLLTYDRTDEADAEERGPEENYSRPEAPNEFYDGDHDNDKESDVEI
GSK3beta inhib = human GSK3beta kinase inhibitors, primary screen, biochemical, cell-free homogeneous, HTS; Glycogen synthase kinase-3 beta (Homo sapiens), P49841; actives 0.038% (n = 300,000); GST-GSK3beta kinase, ADP-Glo luminescence, 60 min; hits give low values; activity score (negative = inhibition), % at 10 µM;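 active = more than half of replicate wells score below -50%, meaning over 50% inhibition versus plate controls; inconclusive = some replicates but at most half score below -50%; inactive = no replicate scores below -50%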;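 note: 0% = median DMSO wells and -100% = median GW8510 positive control wells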
Target sequence (P49841 whole entry, looked up): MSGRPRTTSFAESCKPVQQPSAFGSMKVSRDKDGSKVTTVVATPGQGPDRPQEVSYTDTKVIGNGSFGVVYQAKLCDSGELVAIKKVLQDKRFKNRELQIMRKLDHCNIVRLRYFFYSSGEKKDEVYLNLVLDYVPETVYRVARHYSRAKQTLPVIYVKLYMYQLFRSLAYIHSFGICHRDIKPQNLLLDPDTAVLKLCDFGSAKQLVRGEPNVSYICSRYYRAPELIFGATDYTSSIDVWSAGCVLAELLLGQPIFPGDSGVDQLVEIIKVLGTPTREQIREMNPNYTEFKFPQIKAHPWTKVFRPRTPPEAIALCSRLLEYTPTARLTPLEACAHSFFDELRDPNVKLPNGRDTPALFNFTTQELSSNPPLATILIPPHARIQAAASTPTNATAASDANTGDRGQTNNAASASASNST
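Assay system: GST-fused GSK3beta enzyme, cell-free / Medium: Tris pH 7.5 buffer with MgCl2, DTT, BSA, heparin / Also added: peptide substrate plus 25 µM ATP (final) / Compound: 10 µM single point / Timing: kinase reaction with compound 60 min at room temperature / Detection: ADP-Glo luminescence / Benchmarks: DMSO neutral wells and GW8510 at 20 µM as positive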
AI-2 QS mod = Vibrio harveyi AI-2 quorum sensing modulators, primary screen, JMH597 strain, luminescence/OD600 ratio. Vibrio harveyi JMH597 AI-2 luminescence/OD600 ratio, 9 h; hits give low values; strain lacks LuxN and CqsS sensors; 0 = neutral-control median. actives 0.4% (n = 300,000). AID 2094, 2009. activity change, % at 7.5 µM; in the data active = activity change below about -75%, passing the limit was not always enough; inconclusive = no clear call, values can overlap the other calls;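 note: luminescence divided by OD600 gain over 9 h not by final OD600 alone; inactives centre near 13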
Dyrk1A ADPGlo = rat Dyrk1A kinase inhibitors, primary screen, biochemical, single point, plate reader. actives 0.43% (n = 310,000). ADP-Glo luminescence, NFATc1 peptide. Dual specificity tyrosine-phosphorylation-regulated kinase 1A (Rattus norvegicus), Q63470. inhibition, % at 12.5 µM; in the data active = inhibition above about 50%;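 note: plate controls were vehicle with enzyme for no effect and no enzyme for full effect; many of its hits are not listed in these tables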
Active calls of the source: *; i = inactive; ? = inconclusive; . = not tested or not shown. This is a subset (hit frequency here may not be typical).

SMILES	HSF1 inhib	PolyA inh	HSF1 activator	HSP90 refold inh	GSK3A inh	Platelet DG rel	HDAC3 inhib	GSK3beta inhib	AI-2 QS mod	Dyrk1A ADPGlo
COC(=O)c1ccccc1NC(=O)CN1CCC(n2nnc3cc(F)ccc32)CC1	3.2	i	0.2	1.5	-2.1	7.0	-3.4	-1.2	-0.4	-4.9
CN(CC(=O)N1CCCc2c1c(=O)oc1ccc(O)cc21)Cc1ccccc1	0.0	i	1.0	3.5	0.8	3.9	1.8	0.9	0.9	2.7
Cc1ccc(C(=O)C2CCN(C(=S)NCCCOC(C)C)CC2)cc1	-1.7	i	4.2	-1.7	2.3	0.2	-4.1	1.0	14.2	-6.3
CC1=[N+]([O-])C(C)(C)C(C)N(O)C1=O (centres undefined)	-2.3	i	5.7	-2.1	-1.7	0.5	1.1	0.6	5.1	1.6
Cc1ccc2c3c1C(=O)C(=O)N3C(C)(C)CC2C (centres undefined)	-8.3	i	6.6	-0.1	3.4	0.7	-2.2	2.6	14.5	1.4
C=CCc1c(C)nc(C)nc1N/N=C/c1ccccc1	2.6	i	24.3	1.3	-3.5	0.8	16.3	1.5	2.6	-1.0
Cc1cc2c(=O)[nH]cnc2s1	-6.9	i	-0.4	-4.9	13.5	-1.0	5.9	0.0	18.7	6.1
CN(C)c1ccc(CNc2ncc(Br)cc2Br)cc1	12.9	i	20.5	1.5	-0.9	4.7	-11.6	2.2	18.2	-2.4
O=C1CCCN1c1ncc(S(=O)(=O)c2ccc([N+](=O)[O-])cc2)s1	-2.6	i	-11.3	4.0	-3.5	0.9	2.0	-2.7	2.7	3.0
OC(CN1c2ccccc2Sc2ccccc21)Cn1nnc2ccccc21 (centres undefined)	18.6	i	63.2*	-0.2	-1.8	3.8	-2.5	0.5	4.6	6.2
O=C(Nc1nc(-c2ccccn2)cs1)c1ccco1	9.7	i	17.2	-1.7	2.8	-0.4	-2.0	-3.2	31.7	5.4
CCN(C(=O)CSc1ncccc1C(=O)OC(C)C)c1cccc(C)c1	-4.8	i	6.8	3.1	6.1	9.0	9.4	-2.6	8.5	2.4
O=C(c1nc2ccc(Cl)cn2c1CNCCc1cnccn1)N1CCCCCCC1	-3.3	i	2.8	0.9	-1.4	8.0	-0.2	1.6	14.4	-4.3
Cc1nn(-c2ccc(F)cc2F)c2c1-c1nc(N3CCCC3)ncc1CC2	1.0	i	13.8	1.5	1.4	-3.9	-9.5	1.5	14.2	-2.5
O=C(O)C(CO)(c1ccccc1)c1ccccc1	8.0	i	1.1	-0.6	2.7	-8.4	-4.8	-0.9	34.4	-6.9
CCCC(=O)N(CCN1CCOCC1)c1nc2c(C)cccc2s1	6.1	i	18.4	-1.5	-1.1	-2.1	-9.3	1.2	19.0	1.6
Fc1cccc(Cl)c1Cn1nnc2c(NCc3ccccn3)ncnc21	5.7	i	0.9	-1.0	0.6	-2.5	2.8	-2.4	9.5	0.5
CC1CCc2c(C(=O)Oc3cccc(-n4cnnn4)c3)csc2C1 (centres undefined)	-0.4	i	7.7	1.8	-0.9	-0.3	14.1	0.3	13.5	1.3
Cc1cccc(NC(=O)Cn2nnc(-c3ccc(CN4CCCC4)cc3)n2)c1C	-6.8	i	-1.0	-1.5	-1.1	1.5	-5.5	2.3	44.3	-6.3
C=CCN1N=C(/C=C/c2ccc(OC)cc2)CCC1=O	3.0	i	3.9	6.1	-1.4	-1.6	14.2	-1.5	11.6	4.3
O=C(CSc1nnc(-c2cccnc2)n1Cc1ccco1)c1ccc2ccccc2c1	-4.1	i	-24.3	0.9	1.1	4.0	-1.0	0.2	11.8	1.5
C=C(C)CN(CC)C(=O)CC1C(=O)NCCN1Cc1c(F)cccc1Cl (centres undefined)	0.8	i	7.6	3.7	-3.9	-1.7	-2.0	1.3	2.5	-7.2
CC(=O)c1ccc(NC(=O)COC(=O)c2ccc(F)cc2F)cc1	-5.7	i	-3.6	-0.9	-1.1	2.3	-0.4	-3.9	-89.9*	-1.7
NNc1nnc2c3cc(F)ccc3n(CCc3ccccc3)c2n1	?	i	-51.5	4.3	5.2	2.6	-2.4	-1.1	18.3	3.6
CCOC(=O)N1CCC(N2C(=O)c3ccc(C(=O)NCCOC)cc3C2=O)CC1	-4.7	i	6.0	-0.6	-0.6	9.3	0.6	2.1	26.1	-0.9

A stretch taken from the entries so far:
SMILES	HSF1 inhib	PolyA inh	HSF1 activator	HSP90 refold inh	GSK3A inh	Platelet DG rel	HDAC3 inhib	GSK3beta inhib	AI-2 QS mod	Dyrk1A ADPGlo
C=CCN1N=C(/C=C/c2ccc(OC)cc2)CCC1=O	3.0	i	3.9	6.1	-1.4	-1.6	14.2	-1.5	11.6	4.3
O=C(CSc1nnc(-c2cccnc2)n1Cc1ccco1)c1ccc2ccccc2c1	-4.1	i	-24.3	0.9	1.1	4.0	-1.0	0.2	11.8	1.5
C=C(C)CN(CC)C(=O)CC1C(=O)NCCN1Cc1c(F)cccc1Cl (centres undefined)	0.8	i	7.6	3.7	-3.9	-1.7	-2.0	1.3	2.5	-7.2
CC(=O)c1ccc(NC(=O)COC(=O)c2ccc(F)cc2F)cc1	-5.7	i	-3.6	-0.9	-1.1	2.3	-0.4	-3.9	-89.9*	-1.7
NNc1nnc2c3cc(F)ccc3n(CCc3ccccc3)c2n1	?	i	-51.5	4.3	5.2	2.6	-2.4	-1.1	18.3	3.6
CCOC(=O)N1CCC(N2C(=O)c3ccc(C(=O)NCCOC)cc3C2=O)CC1	-4.7	i	6.0	-0.6	-0.6	9.3	0.6	2.1	26.1	-0.9

(cont.)
SMILES	HSF1 inhib	PolyA inh	HSF1 activator	HSP90 refold inh	GSK3A inh	Platelet DG rel	HDAC3 inhib	GSK3beta inhib	AI-2 QS mod	Dyrk1A ADPGlo
COCCNC(=O)CN(Cc1ccco1)C(=O)CCC(=O)Nc1nccs1	0.1	i	8.0	-4.0	4.8	-1.5	1.0	1.3	20.8	-4.0
COc1ccc(C(CNC(=O)c2cccc(S(=O)(=O)Nc3ccc(C)cc3)c2)N2CCCCC2)cc1 (centres undefined)	-3.9	i	-5.1	.	-3.0	1.7	-1.0	2.9	17.0	14.5
CC1(C)NC(=O)N(CCOCCSc2ccccc2)C1=O	3.4	i	1.4	8.6	0.4	-11.4	-1.5	3.6	14.3	4.8
NS(=O)(=O)c1ccc(NC(=O)C2Cc3ccccc3CN2C(=O)c2ccco2)cc1 (centres undefined)	3.2	i	-15.4	3.8	1.4	4.1	2.9	0.9	7.8	-2.1
COc1ccc(-c2c(C(C)=O)c(C)nc3sc4c(=N)n(N)cnc4c23)cc1	-4.1	i	-10.9	-3.6	3.5	17.3	3.4	-0.9	29.7	8.8
O=C(NC(=S)Nc1ccc(S(=O)(=O)Nc2nccs2)cc1)c1ccc(F)c(F)c1	-2.0	i	4.9	-1.4	-2.4	-1.1	0.0	-4.2	17.5	-0.3
COc1ccc(OCCCC(=O)NCCc2nc3ccccc3[nH]2)cc1	-0.3	i	13.6	-6.7	0.5	12.7	-3.7	-0.6	23.7	-2.2
Cc1c(C)c2ccc(OCC(=O)NC(Cc3ccc(Cl)cc3)C(=O)O)cc2oc1=O (centres undefined)	0.1	i	1.4	6.5	-5.1	2.1	-21.1	3.1	24.8	3.4
O=C(c1ccc(NC(=S)Nc2ccc(F)cc2F)cc1)N1CCOCC1	-10.6	i	-32.3	3.6	-0.9	0.5	1.5	-0.8	9.4	-0.9
COc1ccc(NC(=O)CSc2nnc(-c3ccccc3C)n2N)cc1	0.7	i	9.6	0.5	2.1	-1.4	1.8	-0.6	18.7	-2.7
Cc1cc(NC(=O)CSc2nnc(-c3cccnc3)n2C)no1	-5.5	i	4.7	0.9	-2.7	2.5	3.0	1.6	23.6	-3.5
Cc1ccccc1OCC(=O)Nc1ccc2oc(=O)ccc2c1	6.3	i	37.4	-1.9	-0.9	4.2	2.9	-2.6	-0.3	5.2
CCN1CCN(c2nc(-c3ccccc3Cl)nc3ccccc23)CC1	5.1	i	-19.0	1.7	3.2	2.2	0.7	-4.0	4.8	15.2
CCOC(=O)N1CCc2c(sc3nc4n(c(=O)c23)N=C(C)CS4)C1	-0.1	i	3.2	1.9	.	8.1	-4.2	-4.9	10.0	28.4
O=C(NCC(F)(F)F)Nc1cccnc1	.	.	.	2.6	4.4	.	-1.1	.	.	2.6
CN1N=C(C(=O)NC2CCCc3c2cnn3-c2ccc(F)cc2F)CCC1=O (centres undefined)	-3.4	i	-3.4	0.5	-2.4	15.5	-3.8	0.0	17.7	-4.8
COc1ccc(NC(=O)Cn2nnc(C(N)=O)c2N)c(OC)c1	-4.4	i	-10.8	0.9	-2.7	-9.1	-4.4	-1.8	17.4	-7.2
CCCc1cc(=O)oc2cc(C)cc(OC(C)C(=O)NCCCN3CCOCC3)c12 (centres undefined)	-1.3	i	12.1	0.0	0.2	-7.5	-35.1	2.0	8.9	-2.3
CCCCCCC(=O)NN1CCN(C)CC1	-33.7	i	-47.5	6.3	3.7	-2.5	3.3	1.6	17.4	3.2
O=C(NCCc1ccc(Cl)cc1)c1ccc(CS(=O)Cc2ccc(Cl)cc2)o1 (centres undefined)	-9.1	i	-2.0	-5.4	-0.8	12.1	5.5	0.5	19.5	.
COc1cc(CN2CC(C)OC(C)C2)cc(OC)c1 (centres undefined)	4.6	i	11.0	4.1	-1.2	-6.0	-2.7	-1.3	7.7	5.2
NC(=O)COC(=O)/C=C/c1ccccc1[N+](=O)[O-]	1.4	i	-14.9	-0.7	-1.3	-0.7	2.6	-2.7	3.3	.
